human PMI inhibitors: human PMI inhibitors, high substrate, primary screen, biochemical, fluorescence intensity, high mannose 6-phosphate (AID 1220) | recombinant PMI enzyme, coupled fluorescence intensity; higher % means a stronger effect | inhibition, % at 20 µM, or IC50 in µM where a hit was titrated | actives 0.66% (n = 190,000)
Siah-1 displacement: Siah-1 peptide-binding antagonists, primary screen, biochemical, fluorescence polarization, rhodamine-plectin, uHTS (AID 1817). Siah-1 / rhodamine-plectin peptide fluorescence polarization; higher % means a stronger effect. E3 ubiquitin-protein ligase SIAH1 (Homo sapiens). actives 0.02% (n = 290,000). displacement, % at 20 µM, or IC50 in µM where a hit was titrated;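 active = displacement of at least 50% at 20 µM, with a fluorescence ratio check between 0.3 and a set limit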;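 note: plate controls were Siah plus tracer with DMSO for no effect and tracer alone without Siah for full effect; strong numbers were not always called active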
PMI inhibitors: inhibitors of human PMI, primary screen, biochemical, fluorescence intensity, coupled assay (AID 1209) | Mannose-6-phosphate isomerase (Homo sapiens) | purified PMI enzyme, coupled fluorescence intensity; higher % means a stronger effect | one-dose inhibition, % at 20 µM; IC50 in µM for titrated hits | actives 0.42% (n = 190,000);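 note: plate controls were DMSO vehicle for no effect and wells lacking substrate for full effect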
WT yeast gro inh: growth inhibition of WT strain, primary screen, mitochondrial fusion inhibitor project, WT and mutant strains, chemical genetic | mitochondrial fusion phenotypic screen | inhibition, % at 10 µM | actives 2.1% (n = 190,000) | AID 1362, 2008; in the data active = inhibition above about 58%; tested in S. cerevisiae
XIAP antagonists: XIAP antagonists, biochemical, IAP family, fluorescence polarization (AID 1018). E3 ubiquitin-protein ligase XIAP (Homo sapiens). XIAP BIR domain, fluorescence polarization peptide displacement; higher % means a stronger effect. displacement, % at 20 µM; hits with a dose series show IC50 in µM. actives 0.007% (n = 200,000); in the data active = displacement above about 50%; note: a part of the inactive calls stands beside numbers as strong as those of hits
PhoP inhibition: inhibitors of PhoP regulon expression, primary screen, Salmonella Typhimurium, GFP reporter (AID 1863); inhibition, % at 50 µM; hits with a dose series show IC50 in µM; actives 0.16% (n = 300,000); S. Typhimurium PhoP-regulated promoter GFP reporter, 4 h; higher % means a stronger effect;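 active = inhibition over 29.93%, a cutoff 3 SD above the screen mean, later confirmed by dose response; inconclusive = inhibition over 29.93% but no dose response follow-up; inactive = inhibition at most 29.93% or unconfirmed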;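 note: 0% = low Mg2+ inducing control and 100% = high Mg2+ repressing control; strong numbers were not always called active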
RSV CPE inhibition: RSV antiviral activity via CPE protection, HEp-2 cells, primary 10 µM value included (AID 2391). HEp-2 cells, RSV-induced CPE inhibition; higher % means a stronger effect. actives 0.13% (n = 310,000). one-dose CPE inhibition, % at 10 µM; IC50 in µM for titrated hits; in the data active = a potency from the dose series; inconclusive = CPE inhibition mostly from about 23% at the one dose, without a potency; inactive = the rest, 99 in 100 with CPE inhibition below about 21%; note: strong numbers were not always called active
TNAP activators: human TNAP enzyme activators, primary screen, biochemical, luminescent, no phosphate acceptor, uHTS (AID 1001) | purified TNAP, luminescent activation assay, no phosphate acceptor; higher activation fold means a stronger effect | one-dose activation fold at 20 µM; EC50 in µM for titrated hits | actives 0.03% (n = 200,000); in the data active = activation fold from about 3, or a potency from the dose series; inactive = the rest, 99 in 100 with activation fold below about 1.6; note: many of its hits are not listed in these tables
Myeloid diff MLP: induction of myeloid progenitor differentiation, primary screen, cell-based, flow cytometry, MLPCN library; ER-HoxA9 myeloid progenitors, lysozyme-GFP differentiation; calls only at 10 µM; actives 1% (n = 360,000);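 active = normalized GFP-positive differentiation at or above the plate's own cutoff, the solvent-only control mean plus 3 SD; inconclusive = no clear call, values can overlap the other calls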;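 note: cells exposed to compound for four days before flow analysis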
WT yeast gro inh mutant strain: recorded beside WT yeast gro inh, whose call it bears; inhibition, %; mitochondrial fusion phenotypic screen, mutant strain inhibition
Myeloid diff MLP GFP+ MAC1+ %: further read-out of Myeloid diff MLP, marked with its call; GFP+ MAC1+ double positive, %; measured here: differentiation confirmed by MAC1 staining
Active calls of the source: *; i = inactive; ? = inconclusive; / = no result given. Cut-off read from the data, not from the text of the source, unless noted: active = inhibition above about 50%; inactive = the rest. The order is random; 3.1% or so of the library scored in one or more.

1: COc1ccccc1C(=O)N/N=C(\C)CC(=O)Nc1ccccn1
2: O=C(Oc1ccc(N2C(=O)CCC2=O)cc1)c1ccco1
3: Cc1nc2c(C(=O)NCCC(C)C)c[nH]n2c(=O)c1Cl
4: COc1ccc(Cc2nnc(SCC(=O)N3CCCC(C)C3)o2)cc1 (stereo unspecified)
5: COc1ccc2cc3cc(C(=O)N4CCN(C5CCCCC5)CC4)oc3nc2c1
6: CC(C)N(CCn1cnc2c([nH]c3ccccc32)c1=O)C(C)C
7: CCn1cc(CNC(=S)Nc2cccc3ccccc23)cn1
8: CSc1ncccc1C(=O)OCC(=O)N(C)C

entry no.	1	2	3	4	5	6	7	8
human PMI inhibitors	/	8%	-3%	-6%	/	/	4%	-1%
Siah-1 displacement	-3%	3%	13%	1%	-9%	1%	-2%	4%
PMI inhibitors	/	12%	4%	-2%	/	/	-4%	-2%
WT yeast gro inh	/	-8	-6	6	/	/	7	-11
WT yeast gro inh mutant strain	/	-17	-16	1	/	/	7	20
XIAP antagonists	/	-0.1%	0.4%	-3.0%	/	/	-10%	-1.4%
PhoP inhibition	6%	0%	3%	-3%	0%	0%	6%	-5%
RSV CPE inhibition	2.1%	0.8%	2.0%	0.2%	-0.5%	-0.5%	0.6%	1.4%
TNAP activators	/	1.1	1.1	1	/	/	1.1	1.1
Myeloid diff MLP	i	i	i	i	i	i	i	i
Myeloid diff MLP GFP+ MAC1+ %	0.0	1.0	0.4	0.8	4.8	0.5	0.5	1.0

9: NC(=O)CC(NC(=O)Cc1cccc2ccccc12)c1ccc(NCCc2ccccc2F)c([N+](=O)[O-])c1 (stereo unspecified)
10: Nc1nc(-c2ccc(F)cc2)cs1
11: COC(=O)C1CC(=O)N(Cc2ccccc2)C1 (stereo unspecified)
12: Cc1ccc2c(C)c(C(=O)N(Cc3ccccc3)C3CCS(=O)(=O)C3)oc2c1 (stereo unspecified)
13: COc1cc(OC)cc(C(=O)N[C@H](C(=O)OCc2cc(=O)oc3cc(C)ccc23)C(C)C)c1
14: O=C(Nc1ncn[nH]1)c1ccccc1O
15: Cn1c(=O)c(C(=O)NCc2ccccc2Cl)c(O)c2ccccc21
16: Nc1nc(SCC(=O)NCC2CCCO2)n[nH]1 (stereo unspecified)

entry no.	9	10	11	12	13	14	15	16
human PMI inhibitors	/	-2%	-2%	/	3%	/	/	6%
Siah-1 displacement	-1%	14%	5%	0%	10%	-3%	-4%	-4%
PMI inhibitors	/	-4%	-7%	/	2%	/	/	6%
WT yeast gro inh	/	-5	-15	/	19	/	/	0
WT yeast gro inh mutant strain	/	9	32	/	14	/	/	-4
XIAP antagonists	/	-5.2%	-5.7%	/	-6.5%	/	/	-0.5%
PhoP inhibition	-5%	3%	-3%	-3%	8%	-2%	-1%	2%
RSV CPE inhibition	-0.5%	0.9%	3.0%	4.1%	2.8%	1.6%	0.8%	0.9%
TNAP activators	/	1.1	1.1	/	1.1	/	/	1
Myeloid diff MLP	i	i	i	i	i	i	i	i
Myeloid diff MLP GFP+ MAC1+ %	3.1	0.4	0.1	0.7	0.9	0.3	1.4	0.4

A draw from above in order of heavy-atom count, largest number first:
9: NC(=O)CC(NC(=O)Cc1cccc2ccccc12)c1ccc(NCCc2ccccc2F)c([N+](=O)[O-])c1 (stereo unspecified)
13: COc1cc(OC)cc(C(=O)N[C@H](C(=O)OCc2cc(=O)oc3cc(C)ccc23)C(C)C)c1
12: Cc1ccc2c(C)c(C(=O)N(Cc3ccccc3)C3CCS(=O)(=O)C3)oc2c1 (stereo unspecified)
15: Cn1c(=O)c(C(=O)NCc2ccccc2Cl)c(O)c2ccccc21
16: Nc1nc(SCC(=O)NCC2CCCO2)n[nH]1 (stereo unspecified)
14: O=C(Nc1ncn[nH]1)c1ccccc1O
10: Nc1nc(-c2ccc(F)cc2)cs1

entry no.	9	13	12	15	16	14	10
human PMI inhibitors	/	3%	/	/	6%	/	-2%
Siah-1 displacement	-1%	10%	0%	-4%	-4%	-3%	14%
PMI inhibitors	/	2%	/	/	6%	/	-4%
WT yeast gro inh	/	19	/	/	0	/	-5
WT yeast gro inh mutant strain	/	14	/	/	-4	/	9
XIAP antagonists	/	-6.5%	/	/	-0.5%	/	-5.2%
PhoP inhibition	-5%	8%	-3%	-1%	2%	-2%	3%
RSV CPE inhibition	-0.5%	2.8%	4.1%	0.8%	0.9%	1.6%	0.9%
TNAP activators	/	1.1	/	/	1	/	1.1
Myeloid diff MLP	i	i	i	i	i	i	i
Myeloid diff MLP GFP+ MAC1+ %	3.1	0.9	0.7	1.4	0.4	0.3	0.4

More results.
17: CCOC(=O)c1sc2nc(C)nc(SCC(=O)N(C)C3CCS(=O)(=O)C3)c2c1C (stereo unspecified)
18: CNC(=S)N(CCc1c(C)[nH]c2ccc(OC)cc12)Cc1cc(OC)c(OC)c(OC)c1
19: C#CCN1C(=O)C(O)(CC(=O)c2cc(OC)ccc2OC)c2ccccc21 (stereo unspecified)
20: COC(=O)C1CCN(C(=O)c2cc3ccccc3oc2=O)CC1
21: Cc1ccc(C(=O)NC(NC(=S)Nc2ccc(S(N)(=O)=O)cc2)C(Cl)(Cl)Cl)cc1 (stereo unspecified)
22: CCOC(=O)c1nnn(-c2ccccc2C#N)c1C
23: COc1ccc2nc(NC(=O)/C=C/c3ccc4c(c3)OCO4)sc2c1
24: Cn1c(CN2CCCC2)nc2cc(NC(=O)COc3ccc([N+](=O)[O-])cc3)ccc21

entry no.	17	18	19	20	21	22	23	24
human PMI inhibitors	4%	3%	2%	-1%	22%	43%	8%	19%
Siah-1 displacement	-3%	0%	2%	3%	-5%	2%	3%	-4%
PMI inhibitors	6%	3%	2%	3%	32%	1%	12%	10%
WT yeast gro inh	-7	5	-13	6	13	-1	-1	-5
WT yeast gro inh mutant strain	-14	-12	0	7	2	-18	3	-21
XIAP antagonists	-10%	-18%	-1.6%	-3.9%	-4.3%	0.8%	-17%	1.4%
PhoP inhibition	-6%	-12%	-2%	-6%	?	4%	7%	-6%
RSV CPE inhibition	2.1%	1.1%	0.6%	0.0%	?	1.9%	-0.7%	11%
TNAP activators	1	1	1.1	1.1	0.8	1	1.3	1
Myeloid diff MLP	i	i	i	i	i	i	/	i
Myeloid diff MLP GFP+ MAC1+ %	1.1	1.8	0.6	7.7	0.7	0.0	/	0.9

25: COc1ccc(N(CC(=O)NCCC2=CCCCC2)S(C)(=O)=O)cc1OC
26: Cc1cc(N2CCCCC2)nc2c(C)cccc12
27: FC(F)(F)c1cccc(-n2cccc2/C=N/n2cnnc2)c1
28: O=C(O)CN(c1ccccc1)C1SC(=O)NC1=O (stereo unspecified)
29: CC(C)N(Cc1ccccc1)C(=O)COc1ccccc1
30: CCC(=O)N/C(=N/c1nc(C)cc(C)n1)Nc1cccc(OC)c1
31: O=C1c2cccc3cc(Br)cc(c23)C(=O)N1Nc1ccc(Br)cc1
32: Cc1nc(SCc2ccccc2)c2oc3ccccc3c2n1

entry no.	25	26	27	28	29	30	31	32
human PMI inhibitors	-5%	1%	6%	-20%	/	0%	1%	/
Siah-1 displacement	1%	1%	-1%	-3%	1%	-1%	-2%	0%
PMI inhibitors	1%	9%	2%	3%	/	2%	12%	/
WT yeast gro inh	-6	2	5	-13	/	3	38	/
WT yeast gro inh mutant strain	-10	-3	2	-1	/	8	0	/
XIAP antagonists	-0.9%	-3.2%	-2.9%	-3.4%	/	-2.8%	1.0%	/
PhoP inhibition	-7%	-1%	-2%	-18%	13%	-3%	-11%	-9%
RSV CPE inhibition	/	2.4%	2.9%	1.0%	0.4%	-0.7%	1.9%	2.8%
TNAP activators	1.1	1.1	1	1.1	/	1.1	1.1	/
Myeloid diff MLP	i	i	i	i	i	i	i	i
Myeloid diff MLP GFP+ MAC1+ %	0.8	0.0	7.4	0.8	0.4	14	0.6	0.5

33: NC(=O)c1ccccc1NC(=O)Cc1cccs1
34: CN(Cc1c(O)ccc2c1oc(=O)c1ccccc12)C1CCCCC1
35: O=C(CSc1nc(O)cc(=O)n1-c1ccccc1)Nc1ccc2c3c(cccc13)CC2
36: O=C(Nc1nc(-c2ccccn2)cs1)C12CC3CC(CC(O)(C3)C1)C2
37: COc1cc(NC(=S)NC(=O)c2cccs2)ccc1NC(=O)C(C)C
38: O=C(c1ccc(F)cc1)N1CCN2C(=O)c3ccccc3C12c1ccccc1 (stereo unspecified)
39: O=C(CC(Sc1ccccc1)c1cccs1)c1ccco1 (stereo unspecified)
40: Cc1ccc(C2C(C#N)=C(N)Oc3n[nH]c(-c4cccnc4)c32)o1 (stereo unspecified)
41: Cc1cc(NC(=O)NN2CCOCC2)nn1-c1c(Cl)cccc1Cl
42: CC(O)CNc1cc(N)c([N+](=O)[O-])cc1[N+](=O)[O-] (stereo unspecified)
43: COC(=O)c1c(NC(=O)c2ccoc2C)sc2c1CCC2

entry no.	33	34	35	36	37	38	39	40	41	42	43
human PMI inhibitors	/	7.1µM*	37%	10%	11%	/	12%	12%	/	41%	9%
Siah-1 displacement	-2%	3%	14%	-2%	-10%	3%	4%	2%	1%	-6%	-6%
PMI inhibitors	/	5.1µM*	18%	1%	6%	/	11%	8%	/	19%	12%
WT yeast gro inh	/	10	3	6	20	/	-5	-19	/	-5	-9
WT yeast gro inh mutant strain	/	5	19	11	13	/	-24	9	/	-3	-8
XIAP antagonists	/	1.8%	-4.1%	-3.0%	-8.0%	/	-1.8%	-3.9%	/	-0.8%	-5.2%
PhoP inhibition	0%	-1%	-5%	-3%	-2%	-10%	21%	2%	-3%	35%	0%
RSV CPE inhibition	1.0%	-0.2%	1.9%	0.5%	5.9%	31µM*	-1.3%	0.7%	0.4%	?	0.0%
TNAP activators	/	1	1.1	1.1	0.8	/	1	1	/	0.9	1
Myeloid diff MLP	i	i	i	i	i	i	i	i	i	i	i
Myeloid diff MLP GFP+ MAC1+ %	0.1	8.1	0.8	0.2	0.4	1.2	12	1.0	0.8	1.0	0.0

Screens: PubChem BioAssay, several laboratories
